Compound activity: PubChem BioAssay, MTDP
RNase H inhibition = RNase H inhibition, HIV 1 Gag Pol polyprotein, FRET biochemical assay, screening (AID 372); 0.77% of 100,000 active; one-dose inhibition, % at 10 µM; IC50 in µM for titrated hits; HIV-1 RT RNase H, FRET RNA/DNA substrate fluorescence; higher % means a stronger effect; in the data active = inhibition above about 50%
* marks the source's active call; other numbers are inactive results; & = joins results of further samples.

SMILES	RNase H inhibition
C/C(=N\Nc1nc(C(C)(C)C)cs1)c1ccc(O)cc1	24.0%
Cc1ccc(/C=N/Nc2nc(-c3ccc(C)cc3)cs2)cc1	1.0%
N/C(=N\OC(=O)C1CCCCC1)c1ccccc1	5.0%
CCN(CC)C(=S)Sc1nc(Nc2cccc(C)c2)nc(Nc2cccc(C)c2)n1	17.0%
Cc1ccccc1NCc1nc2ccccc2n1Cc1ccccc1	12.0%
CC(=O)C1=C(O)C(=O)N(CCO)C1c1ccc([N+](=O)[O-])cc1 (centres undefined)	2.0%
COc1ccccc1C(=O)Nc1ccc(C(=O)OC2CCCCC2)cc1	17.0%
O=C(Nc1ccccc1-c1nc2ccccc2[nH]1)c1ccc([N+](=O)[O-])cc1	44.0%
COc1ccc(-c2n[nH]c(=S)n2N=Cc2c(C)nn(-c3ccccc3)c2C)cc1	9.0%
NC(=O)c1c(NC(=O)/C=C/c2ccccc2Cl)sc2c1CCCC2	6.0%
CC(=O)Oc1ccc2c(C(F)(F)F)cc(=O)oc2c1	0.0%
Cc1[nH]nc(N2CCCCC2)c1[N+](=O)[O-]	2.0%
CCOc1cc(C2NC(=O)N(C)C(C)=C2C(=O)OCCc2ccccc2)ccc1O (centres undefined)	4.0%
COc1ccc(OC(C)C(=O)Nc2ccccc2C(N)=O)cc1 (centres undefined)	1.0%
COc1cc(/C=N/N2C(=O)C3C4C=CC(CC4)C3C2=O)cc(I)c1OC (centres undefined)	4.0%
COc1cc(NC(=O)c2cccs2)c(Cl)cc1NC(=O)c1ccccc1	12.0%
CCOC(=O)c1c(N)sc(C(=O)N2CCc3ccccc3C2)c1C	13.0%
COc1ccc(Br)cc1S(=O)(=O)Oc1c(Cl)cc(Cl)c2cccnc12	30.0%
COc1ccc(Cl)cc1C(=O)Nc1cc(C(F)(F)F)cc(C(F)(F)F)c1	10.0%
CC(C)=CCCC(C)N(C=O)C(C)CCC=C(C)C (centres undefined)	18.0%
O=C(Nc1ccc(Cl)c([N+](=O)[O-])c1)c1ccc(-c2ccccc2)cc1	7.0%
COC(=O)C1=CNC=C(C(=O)OC)C1c1ccc(F)c(F)c1	4.0%
CCN(CC)c1ccc(C=Nc2ccc(I)cc2)cc1	4.0%
O=C(O)c1ccc(NC(=O)c2ccc3ccccc3n2)cc1	9.0%
COc1ccc(N(CC(=O)Nc2cccc(C(F)(F)F)c2)S(C)(=O)=O)c(OC)c1	9.0%
COc1ccc(-c2n[nH]c(=S)o2)cc1	11.0%&4.0%
O=C(Nc1ccc(I)cc1)C1CCCN1C(=O)Oc1ccccc1 (centres undefined)	14.0%
Cc1cccn2c(=O)c(C=O)c(N3CCOCC3)nc12	3.0%
Clc1ccccc1/C=N/Nc1nnc2c(n1)[nH]c1ccccc12	4.0%
CCCOc1ccc(C(=O)NC(=S)Nc2cc(Cl)cc(Cl)c2)cc1	14.0%
CCOc1ccc(C(=O)NC(=S)Nc2ccc([N+](=O)[O-])cc2OC)cc1Cl	50.0%*
Cc1cc(NC(=O)c2ccccc2Br)no1	7.0%
CC(=O)c1ccc(-c2ccc(C(C)=O)cc2)cc1	13.0%
COc1cc(N/N=C/c2ccccc2O)ncn1	0.0%
Oc1c(Cl)cc(Cl)cc1/C=N/N=C/c1cc(Cl)cc(Cl)c1O	15.0%
O=C(c1cnn2c(C(F)(F)F)cc(-c3ccc(Br)cc3)nc12)N1CCOCC1	8.0%
CC(C)c1ccc(/C=N\NC(=O)c2cc(C(C)(C)C)[nH]n2)cc1	11.0%
O=C(c1cccs1)N1CCN(c2ccc([N+](=O)[O-])cc2F)CC1	12.0%
COC(=O)c1cccc(NC(=O)COc2c(C)cccc2C)c1	0.0%
O=C(Nc1cc(C(F)(F)F)ccc1Cl)C(O)(c1ccccc1)c1ccccc1	0.0%
O=C(Nc1ccccc1-c1nc2ccccc2s1)c1cccc([N+](=O)[O-])c1	2.0%
O=C(Nc1ccc(I)cc1)C1C2CCCC1C2c1ccccc1 (centres undefined)	10.0%
O=C1NC(=S)NC(=O)C1=Cc1ccc(OCCOc2ccccc2)cc1	21.0%
COc1ccc2c(c1)c(/C=C/c1nc3ccccc3c(=O)[nH]1)c(C)n2C	6.0%
CCCCOc1ccc(C(=O)Nc2sc(C)c(CC)c2C(N)=O)cc1	37.0%

Taken from above.
`COc1cc(/C=N/N2C(=O)C3C4C=CC(CC4)C3C2=O)cc(I)c1OC` (centres undefined) in RNase H inhibition reads 4.0%
`COc1ccccc1C(=O)Nc1ccc(C(=O)OC2CCCCC2)cc1` in RNase H inhibition reads 17.0%
`COc1cc(N/N=C/c2ccccc2O)ncn1` in RNase H inhibition reads 0.0%
`CCOc1ccc(C(=O)NC(=S)Nc2ccc([N+](=O)[O-])cc2OC)cc1Cl` in RNase H inhibition reads 50.0%*
`COC(=O)c1cccc(NC(=O)COc2c(C)cccc2C)c1` in RNase H inhibition reads 0.0%

Reformatted as comma-separated lines: part of the list above
SMILES,RNase H inhibition
CCCOc1ccc(C(=O)NC(=S)Nc2cc(Cl)cc(Cl)c2)cc1,14.0%
CCOc1ccc(C(=O)NC(=S)Nc2ccc([N+](=O)[O-])cc2OC)cc1Cl,50.0%*
Cc1cc(NC(=O)c2ccccc2Br)no1,7.0%
CC(=O)c1ccc(-c2ccc(C(C)=O)cc2)cc1,13.0%

More structures follow:
SMILES	RNase H inhibition
CC1=C(C(=O)OC(C)C)C(c2ccc(Cl)c(Cl)c2)C2=C(CC(c3ccccc3)CC2=O)N1 (centres undefined)	9.0%
COc1ccc2c(c1)C1C=CCC1C(c1cccc([N+](=O)[O-])c1)N2 (centres undefined)	37.0%
Cc1ccc(Nc2cc(-n3cccn3)ncn2)cc1	13.0%
CCCN1CC2=C(NC(=S)NC2c2ccccc2)/C(=C/c2ccccc2)C1 (centres undefined)	22.0%
Cc1ccc(NC(=S)NC(=O)c2ccc(-c3ccc(Cl)cc3)o2)c(O)c1	12.0%
COc1ccc([N+](=O)[O-])cc1N=Cc1c[nH]c2ccccc12	10.0%
COc1cc(CN2CCN(Cc3ccc(OC)c(OC)c3OC)CC2)cc(OC)c1	8.0%
COc1ccc(S(=O)(=O)NC2CCSC2=O)cc1 (centres undefined)	9.0%
C=CCOc1ccc2c(=O)c(Oc3cc(C)cc(C)c3)coc2c1	4.0%
Cc1ccc(S(=O)(=O)c2ccccc2)cc1S(N)(=O)=O	7.0%
O=C(/C=C/c1ccc(-c2cccc([N+](=O)[O-])c2)o1)c1ccc(Br)cc1	24.0%
COc1ccc(N(CC(=O)N2CCCC2)S(C)(=O)=O)cc1Cl	5.0%
COCCCNC(=O)c1ccc([N+](=O)[O-])cc1	10.0%
CCOc1cc(C2NC(=S)NC(C)=C2C(=O)OC)cc(Br)c1O (centres undefined)	19.0%
COc1ccc(/C=C2/C(=O)NC(=S)N(c3cccc(Cl)c3Cl)C2=O)cc1Cl	12.0%
COc1ccc(CNC(=O)c2ccc(C3SCC(=O)N3Cc3ccccc3)cc2)cc1 (centres undefined)	4.0%
COc1ccc(C(=O)Nc2ccc(Br)c(C)c2)c(OC)c1	14.0%
Cc1c(N=Cc2cc3c(cc2[N+](=O)[O-])OCO3)c(=O)n(-c2ccccc2)n1C	2.0%
Cc1ccccc1C=NN1CCN(C2c3ccccc3-c3ccccc32)CC1	10.0%
COc1cc(C2C(C(=O)OC3CCCCC3)=C(C)NC3=C2C(=O)CC(c2ccccc2)C3)cc(Cl)c1O (centres undefined)	25.0%
CCNC(=S)N(CCc1ccc(OC)cc1)C1CC(=O)N(c2ccc(OC)cc2)C1=O (centres undefined)	4.0%
CC(=O)Oc1ccc(-c2cccc(C(=O)Nc3ccc([N+](=O)[O-])cc3)c2)cc1	11.0%
O=c1[nH]cc(N=Cc2ccc3c(c2)OCO3)c(=O)[nH]1	0.0%
COc1ccccc1N(C(=O)Nc1ccc(Cl)cc1)C(C)C1CC1 (centres undefined)	10.0%
COc1ccc(C2C(C(C)=O)=C(C)N=c3s/c(=C\c4ccccc4OC)c(=O)n32)c(OC)c1 (centres undefined)	29.0%
O=[N+]([O-])c1ccc(N2CCN(C3CCCCCCC3)CC2)cc1	15.0%
O=C(COc1ccc(Br)cc1)Nc1cccc(NC(=O)c2cccc(Cl)c2)c1	8.0%
Cc1[nH]n(-c2ccccc2)c(=O)c1N=Nc1nccs1	6.0%
Oc1ccccc1/C=N/Nc1nc(N2CCOCC2)nc(N2CCOCC2)n1	4.0%
CCOC(=O)c1c(NC(=O)/C=C/c2ccc(C)cc2)sc(C)c1C	7.0%

Rewritten comma-delimited: entries from further up.
canonical_smiles,RNase H inhibition
O=C(Nc1cc(C(F)(F)F)ccc1Cl)C(O)(c1ccccc1)c1ccccc1,0.0%
O=C(Nc1ccccc1-c1nc2ccccc2s1)c1cccc([N+](=O)[O-])c1,2.0%
O=C(Nc1ccc(I)cc1)C1C2CCCC1C2c1ccccc1 (centres undefined),10.0%

5 successive compounds already listed:
SMILES	RNase H inhibition
C/C(=N\Nc1nc(C(C)(C)C)cs1)c1ccc(O)cc1	24.0%
Cc1ccc(/C=N/Nc2nc(-c3ccc(C)cc3)cs2)cc1	1.0%
N/C(=N\OC(=O)C1CCCCC1)c1ccccc1	5.0%
CCN(CC)C(=S)Sc1nc(Nc2cccc(C)c2)nc(Nc2cccc(C)c2)n1	17.0%
Cc1ccccc1NCc1nc2ccccc2n1Cc1ccccc1	12.0%

Remaining list, next part:
SMILES	RNase H inhibition
O=C1S/C(=C/c2ccc(-c3cccc([N+](=O)[O-])c3)o2)C(=O)N1c1ccccc1	13.0%
C=CCc1ccc(OCCCOc2cccc(Cl)c2Cl)c(OC)c1	20.0%
O=C(Cc1ccccc1)N/N=C/c1ccccn1	4.0%
COc1ccccc1CC(=O)Nc1cccc(Cl)c1C	0.0%
COc1cccc(C(=O)N/N=C/c2ccccc2[N+](=O)[O-])c1	10.0%
C/C(=N\NC(=O)COc1ccc(Cl)cc1Cl)c1ccc(Cl)s1	37.0%
CCOC(=O)c1c(NC(=O)c2ccc(OC)c(OC)c2)sc2c1CCCCCC2	25.0%
CCOC(=O)c1ccccc1NC(=O)c1ccc(Cl)c([N+](=O)[O-])c1	7.0%
COc1ccc2cc(S(=O)(=O)Oc3cccc4ccc(C)nc34)ccc2c1	11.0%
COc1ccc(NC(=O)c2ccc(OC)c(Br)c2)cc1Cl	5.0%
O=C(O)CCC(=O)Nc1cccc(-c2nc3cc4ccccc4cc3[nH]2)c1	0.0%
O=C1/C(=C\c2ccc3c(c2)OCO3)N=C(c2ccccc2)N1c1ccc(O)cc1	12.0%
O=C(CCNc1n[nH]c(=O)[nH]c1=O)N/N=C/c1ccc(Cl)cc1	9.0%
COc1ccc2oc(=O)c(NC(=O)c3ccccc3)cc2c1	13.0%
CC(=O)/C(C(=N)c1nonc1N)=C(/O)c1ccccc1	15.0%
Cc1cc(C)nc(S(=O)CC(O)COc2ccccc2)n1 (centres undefined)	0.0%
O=C(Nc1ccc(Cc2ccc(NC(=O)c3ccc(Br)cc3)c(O)c2)cc1O)c1ccc(Br)cc1	10.0%
CCc1nc2ccccc2n1Cc1ccc([N+](=O)[O-])cc1	0.0%
O=C(Nc1ccc(NC(=O)c2cc3ccccc3o2)cc1Br)c1ccccc1	27.0%
COCc1cc(=O)n2[nH]c(C)c(-c3cccc4ccccc34)c2n1	0.0%
NC(=O)CCS(=O)(=O)c1ccccc1	3.0%
COc1cc(/C=C2/C(=O)NN(c3cccc(Br)c3)C2=O)cc(Cl)c1O	14.0%
O=C1c2cccc3cccc(c23)C(=O)N1/N=C/c1ccccc1	4.0%
CCOc1ccc(-c2nc3ccc(C)cc3[nH]2)cc1	8.0%
CC(C)c1nn2c(N)c(/C=C3/C=Nc4ccccc43)c(=O)nc2s1	15.0%
CCC1CCCCN1CCCOc1ccc(Cl)cc1C (centres undefined)	37.0%
NC(=O)c1ccc(NC(=O)COc2ccc(Cl)cc2Br)cc1	40.0%
CCOC(=O)C1=C(C)N=c2s/c(=C\c3ccc(-c4ccc(Cl)cc4Cl)o3)c(=O)n2C1c1ccc(OC)cc1OC (centres undefined)	9.0%
O=C(Nc1ccc(-c2nc3ncccc3o2)cc1)c1cccc2c(Br)cccc12	20.0%
CCOC(=O)c1[nH]c(=O)[nH]c1COC(=O)c1cc2ccccc2o1	0.0%
O=C(/C=C/c1ccccc1)c1cccc(N2C(=O)C3C4C=CC(C4)C3C2=O)c1 (centres undefined)	8.0%
Cc1ccccc1C(=O)NC(=S)Nc1cccc(-c2nc3cc(Cl)ccc3o2)c1	11.0%
COc1ccc(/C=C(\C#N)C(=O)Nc2ccccc2)c(C)c1	0.0%
CC1=C(C(=O)Nc2ccccc2)C(c2ccccc2F)NC(=S)N1 (centres undefined)	1.0%
O=C(N/N=C\c1cc(Cl)cc([N+](=O)[O-])c1O)c1ccc(Br)cc1	3.0%
Cc1ccc(NC(=O)COc2cc(C)ccc2C(C)C)c(Br)c1	4.0%
O=C(Nc1ccc(Cl)c(C(F)(F)F)c1)c1ccc(Cl)c(Cl)c1	29.0%
Cc1cc(/C=C2\C(=O)NC(=O)N(c3cccc(F)c3)C2=O)c(C)n1C	12.0%
O=C(Nc1ccc([N+](=O)[O-])cn1)c1cc(-c2ccc(Cl)c(Cl)c2)nc2ccccc12	12.0%
Oc1ccc(Br)cc1C=Nc1ccc(Cl)c(Cl)c1	7.0%
Cc1cc(C)c(C=Nc2ccccc2C(=O)Nc2ccccc2)c(C)c1	9.0%
CC(=O)c1cccc(Nc2nc(-c3ccc(Br)cc3)cs2)c1	6.0%
COc1ccc(OC)c(C2C(C(=O)OC(C)C)=C(C)NC3=C2C(=O)CCC3)c1 (centres undefined)	6.0%
O=C(Nc1nnc(-c2ccc(Cl)cc2Cl)s1)Nc1ccc(Cl)cc1Cl	46.0%
Nc1cc(-c2ccc(Br)cc2)nn1Cc1ccc(Cl)cc1	13.0%
CC(Cc1ccccc1)NC(=S)Nc1ccccc1 (centres undefined)	8.0%
CCN(CC)CCOc1ccc([N+](=O)[O-])cc1	5.0%
O=C(CCN1C(=O)/C(=C/c2ccccc2)SC1=S)NNC(=O)c1ccccc1Br	14.0%
O=[N+]([O-])c1cccc(-c2ncnn2-c2ccccc2)c1	20.0%
Cc1ccc(-n2nc3ccc(NC(=O)c4ccccc4Cl)cc3n2)cc1Cl	21.0%
Cc1cccc(NC(=O)CSc2nccn2C)c1C	7.0%
COc1ccccc1/C=N/NC(=O)CSc1nc2ccccc2n1Cc1ccccc1	17.0%
O=C(Cc1ccc([N+](=O)[O-])cc1)NCc1ccccn1	8.0%
Cc1ccc(-c2nn(-c3cc(N4CCN(C)CC4)ccc3[N+](=O)[O-])c(=O)c3ccccc23)cc1C	20.0%

An excerpt; count on the stated rates, not on these rows.
